PTHR1 agonist: activates the human parathyroid hormone receptor PTHR1; HEK293 GP2 PTHR1 cells, GloSensor cAMP luminescence, 1 h; actives 0.075% (n = 410,000); Potency, µM (titrated, usually from 115 µM), for inactives: at the top dose activation, hits mostly activators; Q03431; also: potency is read from the fitted curve at half-maximal effect; nearly all actives have a fitted effect of over 55% in size; some results filed as inactive show a strong effect at the top dose; inactives centre near -15; many of its hits are not listed in these tables
Target sequence (Q03431 whole entry, looked up): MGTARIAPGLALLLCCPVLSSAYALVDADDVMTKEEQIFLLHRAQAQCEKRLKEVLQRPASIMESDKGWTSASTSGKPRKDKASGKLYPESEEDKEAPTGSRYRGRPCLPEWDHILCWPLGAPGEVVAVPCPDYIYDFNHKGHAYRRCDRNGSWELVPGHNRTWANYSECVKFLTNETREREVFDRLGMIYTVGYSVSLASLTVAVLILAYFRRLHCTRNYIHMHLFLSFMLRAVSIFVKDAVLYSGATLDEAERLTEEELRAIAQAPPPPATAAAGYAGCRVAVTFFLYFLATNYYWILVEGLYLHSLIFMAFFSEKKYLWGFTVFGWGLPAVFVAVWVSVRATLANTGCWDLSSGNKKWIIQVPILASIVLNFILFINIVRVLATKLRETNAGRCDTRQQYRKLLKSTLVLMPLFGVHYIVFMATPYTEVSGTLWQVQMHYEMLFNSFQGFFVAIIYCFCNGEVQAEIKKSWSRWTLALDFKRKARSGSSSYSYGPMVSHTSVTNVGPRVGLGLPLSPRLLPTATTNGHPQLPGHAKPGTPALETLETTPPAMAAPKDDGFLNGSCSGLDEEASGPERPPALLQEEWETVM
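HEK-293-derived GP2 cells expressing PTHR1 and a GloSensor cAMP reporter, 3,000/well, plated overnight, given luciferin plus IBMX (each 0.5 mM as added) for 1 h at 37 °C, then compound for 1 h at 37 °C. Luminescence was read after 15 min at room temperature.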
MmCpn inh: inhibitors of Methanococcus maripaludis chaperonin (MmCpn); purified Mm-Cpn ATPase, ADP Transcreener TR-FRET; Potency, µM (titrated, usually from 76.9 µM), for the others: top-dose activity, negative = inhibition, usual class: inhibitors; actives 0.031% (n = 330,000); also: potency is read from the fitted curve at half-maximal effect; % is scaled to controls: 0 for no effect and ±100 for the full control effect; nearly all actives have a fitted effect of over 80% in size
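Reaction buffer contained 30 mM Tris pH 7.4, 100 mM KCl, 5 mM MgCl2 and 1 mM DTT. Mm-CPN (25 nM final) hydrolysed 10 uM ATP over 30 min at 37°C; ADP was read by HTRF.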
CCT chaperon mod: cytosolic chaperonin activity modulation | purified chaperonin ATPase assay, HTRF ADP detection, 30 min | activity change, % (test concentration not listed), hits read low | actives 0.3% (n = 360,000); in the data active = activity change below about -30%; also: % is scaled to controls: 0 for no effect and ±100 for the full control effect
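Enzyme 40 or 20 nM (batch-dependent) in Tris pH 7.4/KCl/MgCl2/DTT; cpd 76 uM single point; ATP 10 uM; 30 min 37 °C; Transcreener ADP HTRF detection, 30 min RT; ratio 665/615.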
D3 antag: D3 dopamine receptor (human) antagonism; P35462; D3R cells, DiscoveRx beta-arrestin luminescence, antagonist mode; stronger effect = lower value; max response, negative = inhibition, %; actives 2.5% (n = 360,000); in the data active = max response below about -50%; inconclusive = no clear call, values can overlap the other calls; also: % is scaled to controls: 0 for no effect and ±100 for the full control effect; mostly tested at two doses, the higher about 12 µM
Target sequence (P35462 whole entry, looked up): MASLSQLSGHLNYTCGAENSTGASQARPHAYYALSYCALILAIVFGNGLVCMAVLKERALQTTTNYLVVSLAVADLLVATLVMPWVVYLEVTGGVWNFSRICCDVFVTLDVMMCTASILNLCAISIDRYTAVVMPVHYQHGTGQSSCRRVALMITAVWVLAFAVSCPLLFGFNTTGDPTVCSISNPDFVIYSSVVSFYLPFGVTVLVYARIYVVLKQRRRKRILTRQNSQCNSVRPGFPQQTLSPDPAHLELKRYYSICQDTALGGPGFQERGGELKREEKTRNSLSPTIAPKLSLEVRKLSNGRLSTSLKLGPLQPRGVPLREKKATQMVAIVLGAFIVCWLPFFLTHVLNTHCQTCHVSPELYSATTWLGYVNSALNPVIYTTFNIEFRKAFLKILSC
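Cells expressing the human receptor were seeded at 1500 cells/well, incubated overnight at 37 degrees C in 5% CO2, then exposed to library compounds with dopamine controls for 90 minutes at 37 degrees C before luminescent detection.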
pAkt inh: Akt phosphorylation inhibition; Neuro2A IGF-stimulated pAkt S473 HTRF, 20 min; stronger effect = lower value; activity change, % for hits at 50 µM; actives 0.32% (n = 360,000); in the data active = activity change below about -80%; inconclusive = mostly about -51% to -80%; also: % is scaled to controls: 0 for no effect and ±100 for the full control effect
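Neuro2A cells in DMEM with 0.5% FBS, overnight at 37 deg C, given compound at single 50 µM final, then IGF (6 nM final) for 20 min at 37 deg C. Lysed; phospho-Akt Ser473 by HTRF after 24 h, 665/615 ratio.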
DRD3 agonist: agonists of human D3 dopamine receptor; P35462; D3R DiscoveRx beta-arrestin cells, luminescence, 90 min; max activation, %; actives 0.58% (n = 410,000); in the data active = max activation above about 30%; also: 0% is about no effect; mostly tested at two doses, the higher about 12 µM
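Agonist mode: compounds and dopamine controls were applied to plated cells for 90 min at 37 degrees C after an overnight attachment at 1500 cells/well. Luminescent read-out followed 30 - 60 minutes at room temperature with DiscoveRx detection reagent.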
EPAC2 antag: EPAC2 (human) antagonism; EPAC2 GEF exchange of Rap1B-BODIPY-GDP, fluorescence; Potency, µM (top dose mostly 114 µM), inactives show top-dose activity, negative = inhibition, most hits filed as inhibitors; actives 0.18% (n = 360,000); also: potency is read from the fitted curve at half-maximal effect; % is scaled to controls: 0 for no effect and ±100 for the full control effect; nearly all actives have a fitted effect of over 45% in size; many of its hits are not listed in these tables
EPAC2 agonist: EPAC2 (human) agonism; Q8WZA2; EPAC2 activation, biochemical qHTS; response scale: 100% = 6.5 mM cAMP response; Potency, µM (titrated, usually from 154 µM), for the others: at the highest dose activation, most hits filed as activators; actives 0.079% (n = 360,000); AID 720711; also: potency is read from the fitted curve at half-maximal effect; nearly all actives have a fitted effect of over 50% in size
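Nucleotide exchange monitored as fluorescence drop when BODIPY-GDP leaves Rap1B. Reaction: 100 nM EPAC2, 250 nM RAP1B-BODIPY-GDP, 50 uM GDP, room temperature, kinetic read over 30 min. Activity expressed relative to 6.5 mM cAMP.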
* hit, by the source's call; i = inactive; ? = inconclusive; / = no result given; [ ] = dose if it differs, or a comment. Unless noted, calls follow the shape of the dose curve; as a rule, active = well fitted curve in the direction sought with a large enough effect; inconclusive = small, poorly fitted or top-dose-only effect, or another doubt; inactive = no such curve, though single readings can be large; an effect the other way counts as inactive or inconclusive. An excerpt; the hit share may differ from the screen's.

structure,PTHR1 agonist,MmCpn inh,CCT chaperon mod,D3 antag,pAkt inh,DRD3 agonist,EPAC2 antag,EPAC2 agonist
CCOc1ccc(NC(=O)C2CCC(CNc3c(N4CCOCC4)c(=O)c3=O)CC2)cc1 (stereo not drawn),-21%,-1%,-4.1,-19,i,-7,4%,5%
Cc1ccc2c(C(=O)CN3CCCCC3CCO)c(C)[nH]c2c1 (stereo not drawn),i,-2%,-2.7,0,i,5,5%,1%
CCOc1ccccc1NC(=O)CCNC(=O)c1ccco1,i,0%,0.5,-2,i,8,21%,4%
CN(C(=O)COC(=O)C1(C)CC1(Cl)Cl)c1c(N)n(Cc2ccccc2)c(=O)[nH]c1=O (stereo not drawn),-10%,1%,-0.8,-17,i,-7,32%[activator],-1%
C[C@@H]1COC(=O)[C@H](CC(=O)OC(C)(C)C)C/C=C\C[C@@H](CC(=O)NCCO)C(=O)N1,2%,2%,-0.7,1,i,2,18%,3%
Cc1[nH]c2ccccc2c1C1C(c2ccccc2)=NN=C(C(C)C)N1O (stereo not drawn),?,-1%,-1.1,-20,i,-7,-8%,11%
CC1(C(=O)NS(=O)(=O)c2cccs2)CCN1C(=O)c1ccco1 (stereo not drawn),-2%,/,-0.9,13,i,10,2%,8%
Cc1cccc(C)c1OCC(=O)N=Nc1c(O)[nH]c2ccc(Br)cc12,-21%[57.5 µM],1%,1.2,37,i,-1,7%,-5%
NC(=O)C1(NC(=O)[C@@H]2CC3(CC(c4cccc(NC(=O)[C@@H]5CCC(=O)N5)c4)=NO3)CN2C(=O)c2cnccn2)CC1 (stereo partly drawn),i,0%,-3.6,-11,i,2,27%,3%
CCCCN(C)C(=O)c1sc(=O)n(Cc2c(C)cccc2C)c1C,-12%,/,-2.5,?,i,-8,-10%,3%
Cc1ccc(NC(=O)Cn2nc(C)c(S(=O)(=O)N(C)C)c2C)cc1,i,3%,2.3,8,i,3,-1%,2%
Cc1ccccc1CSc1nc2ccccc2c(=O)[nH]1,i,-7%,-1.1,8,i,5,1%,11%
Cn1c(SCC(=O)N2CCCC2)nnc1-c1ccc(S(=O)(=O)N2CCCC2)cc1,i,0%,-4.4,6,i,13,7%,5%
COc1ccc(C)cc1S(=O)(=O)N1c2ccccc2CC1C (stereo not drawn),14%,-1%,-3.4,-18,i,-18,-12%,24%
Cc1cccc(NC(=O)N2CCCC2C(=O)Nc2ccccc2)c1 (stereo not drawn),i,3%,2.5,7,i,-10,0%,4%
CCCOc1ccccc1NC(=O)c1ccc([N+](=O)[O-])cc1,-2%,3%,-0.3,13,i,1,-17%,11%
COC(=O)C[C@@H]1C[C@H]2c3cc(NC(=O)C4CCC4)ccc3O[C@H]2[C@@H](CO)O1,-16%,/,-0.7,-17,i,0,17%,4%
CC(=O)c1ccc(S(=O)(=O)N2CCN(C(C)C(=O)N(C)Cc3ccccc3)CC2)cc1 (stereo not drawn),-37%[inhibitor],0%,1.3,15,i,-1,?,-1%
O=C(O)CC(NC(=O)c1ccc2c(c1)OCO2)c1cccc([N+](=O)[O-])c1 (stereo not drawn),i,-2%,-1.6,-14,i,3,8%,17%
COC(=O)c1ccc(Cl)c(NC(=O)CN(c2ccc3c(c2)OCO3)S(C)(=O)=O)c1,i,0%,0.4,-16,/,8,5%,4%
Cc1cc2ncn(C(=O)c3c(-c4ccccc4)noc3C)c2cc1C,-7%[57.5 µM],0%,-2.0,6,i,13,-6%,18%
COc1ccc(NC(=O)CSc2nnc(-c3cccs3)n2Cc2ccco2)cc1OC,i,0%,-1.5,-17,i,-17,-4%,-2%
COc1cc(CO)c(OC)c([N+](=O)[O-])c1,i,-1%,-0.4,1,i,-3,9%,-4%
O=C(/C=C/c1ccc2c(c1)OCO2)c1ccc(F)cc1,-93%[inhibitor],-5%,-2.3,5,i,-2,-3%,11%
C=CCn1c(SCC(=O)NCC2CCCO2)nc2scc(-c3ccco3)c2c1=O (stereo not drawn),8%[57.5 µM],-4%,-1.5,7,i,0,1%,-2%
CC(c1ccon1)N(C)C(=O)CCc1nnc(CCCCc2ccccc2)o1 (stereo not drawn),-6%,-7%,-0.1,-3,i,-6,-3%,-13%
NC(=O)C(CCC(=O)c1ccc(Br)cc1)S(=O)(=O)c1ccccc1 (stereo not drawn),-16%,3%,-2.5,-4,i,-1,2%,13%
CCC(O)(C(=O)Nc1ccccc1C(F)(F)F)c1ccccc1OC (stereo not drawn),-22%,-2%,0.3,6,i,5,?,-2%
Cc1ccc(S(=O)(=O)c2cc3c(=O)n4ccccc4nc3n(CCc3ccccc3)c2=N)cc1,i,-9%,-0.7,-30,i,17,-2%,-11%
O=C(NC(=S)Nc1ccc(S(=O)(=O)Nc2nccs2)cc1)c1cccc(F)c1,i,0%,-0.9,0,i,-2,-2%,-8%

Random excerpt: 3 entries already listed
structure,PTHR1 agonist,MmCpn inh,CCT chaperon mod,D3 antag,pAkt inh,DRD3 agonist,EPAC2 antag,EPAC2 agonist
Cc1ccccc1CSc1nc2ccccc2c(=O)[nH]1,i,-7%,-1.1,8,i,5,1%,11%
COc1ccc(C)cc1S(=O)(=O)N1c2ccccc2CC1C (stereo not drawn),14%,-1%,-3.4,-18,i,-18,-12%,24%
Cc1cccc(NC(=O)N2CCCC2C(=O)Nc2ccccc2)c1 (stereo not drawn),i,3%,2.5,7,i,-10,0%,4%

Other structures follow.
structure,PTHR1 agonist,MmCpn inh,CCT chaperon mod,D3 antag,pAkt inh,DRD3 agonist,EPAC2 antag,EPAC2 agonist
COc1ccc(C(=O)NCC(=O)N2CCC(C)CC2)cc1OC,-7%,3%,-1.6,0,i,-1,7%,12%
Cc1ccc(C(=O)C2CCN(C(=S)NCCCOC(C)C)CC2)cc1,-54%[inhibitor],-4%,0.3,12,i,3,4%,8%
COc1ccccc1NS(=O)(=O)c1ccc2oc(SCc3ccc(C#N)cc3)nc2c1,-36%[inhibitor],0%,0.8,10,i,1,13%,0%
C=CC[C@@H](CC(=O)N[C@@H](CO)Cc1ccccc1)C(=O)N[C@@H](COC(=O)[C@@H](CC=C)Cc1ccc(F)cc1)Cc1ccccc1,-23%,-1%,-0.5,-15,i,8,-6%,-7%
COc1ccc(Nc2nc(N3CCCC3)nc(N3CCCC3)n2)c(OC)c1,-22%[57.5 µM],0%,0.2,44,i,146*,1%,7%
COC(=O)c1ccccc1COc1cccn2c(N(C)Cc3cccs3)c(C)nc12,-96%[inhibitor],/,-1.0,9,i,1,-6%,21%
O=C(Cn1cc2c(n1)CCCCC2)NCc1ccccn1,-22%,-25%,-1.7,-18,i,-1,6%,8%
Cc1ccc(NS(=O)(=O)c2cc(-c3cc(C)no3)ccc2C(C)C)nc1,-3%,0%,-1.3,-7,i,-5,-4%,9%
CC(C)NS(=O)(=O)c1ccc(NC(=O)NC2CCCCC2)cc1,-14%,-2%,-1.2,9,i,-7,-12%,-3%
COc1ccc(OC)c(S(=O)(=O)N2CCCC(C(=O)NC3CC3)C2)c1 (stereo not drawn),-4%,/,1.3,8,i,0,8%,0%
COc1ccc(Br)cc1CN1CCN(C(=O)c2cccc(F)c2)CC1,i,0%,-5.3,-9,i,-13,-10%,11%
COc1ccc(/C=N/Nc2ccc(C(=O)O)cc2)cc1OC,-1%,-5%,0.6,6,i,-3,-8%,5%
Cc1cc(NC(=O)CSc2nnc(-c3ccc(S(=O)(=O)N4CCCC4)cc3)n2C)no1,i,1%,-1.5,-20,i,-4,7%,9%
CCCc1nc2oc3c(NCCN(C)C)ncnc3c2c2c1CCCC2,-33%[inhibitor],0%,-2.1,-54*,i,3,-3%,8%
N#CC(c1ccc(Cl)cc1)c1cccc(Cl)n1 (stereo not drawn),-20%,2%,-2.3,-9,i,-2,-26%,3%
O=C(Nc1ccc2c(c1)OCO2)C1Cc2ccccc2CN1S(=O)(=O)c1cccs1 (stereo not drawn),-19%[57.5 µM],-1%,-1.0,-3,i,-1,-1%,-4%
Cc1cc(OCC(=O)NC(Cc2ccc(Cl)cc2)C(=O)O)c2c(C)c(C)c(=O)oc2c1 (stereo not drawn),?,-7%,0.9,0,i,-6,1%,7%
Cc1ccc(S(=O)(=O)N2CCN(C(=O)c3cccc(F)c3)CC2)cc1,i,/,1.1,11,i,-2,-1%,9%
CCOC(=O)C1CCN(C2CC(=O)N(c3cccc(Cl)c3)C2=O)CC1 (stereo not drawn),i,-4%,0.8,-5,i,0,10%,3%
COc1cc2c(cc1OC)C(COc1ccc([N+](=O)[O-])cc1)N(C(C)=O)CC2 (stereo not drawn),-46%[inhibitor],1%,-0.4,14,i,1,?,-5%
Cc1cc(C)n2nc(C(=O)OCC(=O)N3CC(C)CC(C)C3)nc2n1 (stereo not drawn),-12%,-2%,-1.7,28,i,3,18%,1%
CN(C)c1ccc(C2NCC(CCl)O2)cc1 (stereo not drawn),4%,-3%,-2.0,-3,i,1,18%,3%
CC(=O)c1ccc(S(=O)(=O)N(C)CC(=O)NCc2ccco2)cc1,-22%,-1%,0.1,-27,i,-14,27%,12%
COc1ccc(CCNC(=O)c2ccc(OCc3c(C)noc3C)cc2)cc1OC,-36%[inhibitor],1%,-0.1,-1,i,-8,6%,1%
CCOc1cc(S(=O)(=O)NCc2ccccc2)c(OCC)cc1-n1cnnn1,8%,/,3.5,-16,i,0,7%,13%
O=S1(=O)CCN(Cc2csc(-c3cccs3)n2)CC1,i,2%,0.9,3,i,10,12%,1%
COc1ccc(Cl)cc1-c1csc(N)n1,-8%,-2%,1.2,-6,i,3,-23%,10%
Cc1ccc(Cc2c(-c3cccc(Cl)c3)nc3c4ccccc4ccn23)cc1,-8%,/,-0.6,26,i,3,7%,13%
Cc1ccc2nc(SCn3nnc4ccccc4c3=O)[nH]c2c1,-36%[inhibitor],0%,2.1,-6,i,4,-11%,-14%

Source: PubChem BioAssay
